Source: PubChem (Broad Institute)
TcdB GH inh: blocks C. difficile toxin B glycohydrolase activity; P18177; TcdB glycohydrolase enzymatic assay, plate reader; inhibition, % at 9.99 µM; hit rate 0.24% among 350,000; AID 652162; in the data active = inhibition above about 10%
Target sequence (P18177 whole entry, looked up): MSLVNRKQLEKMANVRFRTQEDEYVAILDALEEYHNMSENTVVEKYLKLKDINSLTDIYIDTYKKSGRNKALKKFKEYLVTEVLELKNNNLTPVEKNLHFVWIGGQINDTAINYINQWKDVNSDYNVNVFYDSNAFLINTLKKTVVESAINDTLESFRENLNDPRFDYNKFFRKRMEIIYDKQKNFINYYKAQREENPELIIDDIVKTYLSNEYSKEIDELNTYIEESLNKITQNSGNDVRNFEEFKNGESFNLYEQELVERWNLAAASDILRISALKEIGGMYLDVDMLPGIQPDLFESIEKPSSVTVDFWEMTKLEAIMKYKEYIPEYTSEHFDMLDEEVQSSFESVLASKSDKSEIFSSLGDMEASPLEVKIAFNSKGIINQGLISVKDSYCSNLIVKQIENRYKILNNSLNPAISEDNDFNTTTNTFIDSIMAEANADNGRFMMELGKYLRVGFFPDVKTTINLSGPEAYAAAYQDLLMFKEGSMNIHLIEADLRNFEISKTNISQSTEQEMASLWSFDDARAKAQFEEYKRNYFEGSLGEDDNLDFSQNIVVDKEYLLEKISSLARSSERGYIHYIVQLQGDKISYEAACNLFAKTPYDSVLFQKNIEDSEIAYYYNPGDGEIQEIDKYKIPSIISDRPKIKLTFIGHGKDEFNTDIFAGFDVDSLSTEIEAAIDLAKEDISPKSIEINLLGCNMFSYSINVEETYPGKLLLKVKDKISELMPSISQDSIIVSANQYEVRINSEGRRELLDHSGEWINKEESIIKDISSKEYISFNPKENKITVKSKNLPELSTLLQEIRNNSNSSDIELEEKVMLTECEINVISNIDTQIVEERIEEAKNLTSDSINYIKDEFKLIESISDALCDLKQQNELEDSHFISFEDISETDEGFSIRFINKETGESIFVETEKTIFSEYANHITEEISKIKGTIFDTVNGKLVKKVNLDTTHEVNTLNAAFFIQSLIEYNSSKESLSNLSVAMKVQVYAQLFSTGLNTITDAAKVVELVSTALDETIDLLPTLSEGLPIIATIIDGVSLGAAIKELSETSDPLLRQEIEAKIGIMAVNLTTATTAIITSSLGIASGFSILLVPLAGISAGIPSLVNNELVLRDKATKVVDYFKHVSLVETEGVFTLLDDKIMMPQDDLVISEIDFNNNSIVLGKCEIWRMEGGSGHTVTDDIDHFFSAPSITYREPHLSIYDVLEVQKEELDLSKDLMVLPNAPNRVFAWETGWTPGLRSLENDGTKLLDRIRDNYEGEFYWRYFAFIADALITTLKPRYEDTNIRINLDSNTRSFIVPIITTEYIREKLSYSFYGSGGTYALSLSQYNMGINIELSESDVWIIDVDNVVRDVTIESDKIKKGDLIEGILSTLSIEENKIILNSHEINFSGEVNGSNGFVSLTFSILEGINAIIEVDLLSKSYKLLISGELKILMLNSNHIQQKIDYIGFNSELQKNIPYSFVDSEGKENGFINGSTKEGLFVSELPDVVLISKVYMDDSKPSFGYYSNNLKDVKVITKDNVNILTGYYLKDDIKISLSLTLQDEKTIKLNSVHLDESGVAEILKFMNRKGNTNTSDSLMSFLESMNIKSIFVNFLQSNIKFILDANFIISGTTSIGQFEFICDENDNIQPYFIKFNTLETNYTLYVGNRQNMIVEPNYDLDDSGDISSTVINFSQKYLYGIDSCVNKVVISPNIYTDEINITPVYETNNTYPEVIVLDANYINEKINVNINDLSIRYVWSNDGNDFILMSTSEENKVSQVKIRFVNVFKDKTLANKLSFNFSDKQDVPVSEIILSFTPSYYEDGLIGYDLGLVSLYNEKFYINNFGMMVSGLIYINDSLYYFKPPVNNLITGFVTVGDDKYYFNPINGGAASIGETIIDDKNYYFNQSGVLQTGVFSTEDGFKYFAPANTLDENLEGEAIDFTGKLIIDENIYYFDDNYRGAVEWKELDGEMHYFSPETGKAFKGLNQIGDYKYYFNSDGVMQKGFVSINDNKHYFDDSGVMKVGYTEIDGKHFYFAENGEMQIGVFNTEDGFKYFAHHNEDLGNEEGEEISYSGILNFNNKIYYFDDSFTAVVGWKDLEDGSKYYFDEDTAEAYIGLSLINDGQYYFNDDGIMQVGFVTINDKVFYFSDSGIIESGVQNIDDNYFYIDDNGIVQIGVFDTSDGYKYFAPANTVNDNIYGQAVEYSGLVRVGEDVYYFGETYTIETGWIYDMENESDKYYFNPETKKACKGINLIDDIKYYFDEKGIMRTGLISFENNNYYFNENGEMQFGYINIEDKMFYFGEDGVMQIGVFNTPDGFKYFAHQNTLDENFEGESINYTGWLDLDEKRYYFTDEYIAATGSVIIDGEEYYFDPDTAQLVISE
Starred values were filed as active, the others as inactive.

SMILES	TcdB GH inh
COc1ccc(S(=O)(=O)N(C)C[C@H]2Oc3ccc(NC(=O)Nc4c(C)noc4C)cc3CC(=O)N([C@@H](C)CO)C[C@@H]2C)cc1	1.3
Cc1ccc(S(=O)(=O)N(C)C[C@@H]2Oc3ccc(NC(=O)c4ccncc4)cc3C(=O)N([C@@H](C)CO)C[C@@H]2C)cc1	0.4
O=S(=O)(c1cccs1)N1CCCCN2[C@@H](CO)[C@@H](c3ccc(C4=CCCCC4)cc3)[C@@H]2C1	-0.6
O=C(NC1CCCC1)N1CCCCN2[C@H](CO)[C@H](c3ccc(-c4ccncc4)cc3)[C@H]2C1	0.8
CCCNC(=O)N1C[C@H](C)[C@@H](OC)CN(C)C(=O)c2cc(NS(=O)(=O)CC)ccc2OC[C@@H]1C	0.1
CC=Cc1ccc2n(c1=O)C[C@H]1[C@H](CO)[C@@H](C(=O)NCC)N(Cc3cocn3)[C@@H]21 (mixture of isomers)	0.0
COc1ccc(-c2ccc([C@H]3[C@H]4CN(C(=O)C5CC5)CC(=O)N4[C@H]3CO)cc2)cc1	-0.1
COC(=O)C[C@@H]1C[C@@H]2c3cc(NC(=O)Nc4ccccc4F)ccc3O[C@@H]2[C@H](CO)O1	1.5
Cc1ccc(-c2cnc3c(c2)C(=O)N([C@@H](C)CO)C[C@H](C)[C@@H](CN(C)S(C)(=O)=O)O3)cc1	0.6
CC(C)NC(=O)N(C)C[C@H]1Oc2c(NS(=O)(=O)c3cn(C)cn3)cccc2C(=O)N([C@H](C)CO)C[C@H]1C	0.8
C[C@@H]1CN([C@@H](C)CO)S(=O)(=O)c2ccc(/C=C/c3ccccc3)cc2O[C@@H]1CN(C)C(=O)Nc1cccc(F)c1	-6.5
C/C=C/c1ccc([C@@H]2[C@@H](CO)N(C(C)=O)[C@H]2CN(C)C(=O)NC2CCCC2)cc1	-3.1
C[C@@H]1CN([C@H](C)CO)C(=O)c2cc(-c3cccc(C#N)c3)cnc2O[C@@H]1CN(C)C	0.3
O=C(C[C@@H]1C[C@@H]2c3cc(NC(=O)C4CCC4)ccc3O[C@@H]2[C@H](CO)O1)NCC1CC1	-1.2
C[C@H](CO)N1C[C@H](C)[C@H](CN(C)S(C)(=O)=O)Oc2c(NS(=O)(=O)c3cn(C)cn3)cccc2C1=O	0.8
COc1ccccc1C#Cc1ccc2c(c1)O[C@@H](CN(C)C)[C@H](C)CN([C@@H](C)CO)S2(=O)=O	1.3
C[C@H]1CCCCO[C@H](CN(C)CC2CCCCC2)[C@@H](C)CN([C@@H](C)CO)C(=O)c2cc(NC(=O)C3CCCCC3)ccc2O1	-4.8
CN(C)CC(=O)Nc1ccc2c(c1)[C@H]1C[C@H](CC(=O)NCCN3CCCCC3)O[C@H](CO)[C@H]1O2	1.0
Cc1cc(C(=O)Nc2cccc3c2O[C@@H](CN(C)C)[C@@H](C)CN([C@@H](C)CO)C3=O)n(C)n1	-5.0
C[C@@H]1CN([C@@H](C)CO)C(=O)c2cc(-c3cccc(F)c3)cnc2O[C@H]1CN(C)S(C)(=O)=O	-0.3
O=C([C@H]1[C@H](CO)[C@H]2Cn3c(cccc3=O)[C@@H]1N2Cc1cocn1)N1CCCCC1	4.7
COCC#Cc1ccc2c(c1)O[C@@H](CN(C)C(=O)C1CCC1)[C@H](C)CN([C@H](C)CO)S2(=O)=O	1.0
C[C@@H]1CN([C@H](C)CO)C(=O)c2cc(-c3ccccc3)cnc2O[C@H]1CN(C)C(=O)C1CCCCC1	0.3
CC(C)(C)[S@](=O)N1Cc2cc(C(=O)N3CCc4ccccc4C3)nc(-c3cccc(-c4cccnc4)c3)c2[C@@H]1CCO	0.1
C[C@H](CO)N1C[C@H](C)[C@@H](CN(C)CC2CC2)Oc2ccc(NS(=O)(=O)c3ccc(F)cc3)cc2C1=O	-0.1
C[C@@H]1CN([C@@H](C)CO)C(=O)c2cccc(NS(C)(=O)=O)c2O[C@H]1CN(C)Cc1ccc2c(c1)OCO2	1.0
C[C@@H]1CCCCO[C@@H](CN(C)Cc2ccc(C(F)(F)F)cc2)[C@@H](C)CN([C@H](C)CO)C(=O)c2cc(NS(=O)(=O)c3cccs3)ccc2O1	-0.3
COc1ccc(S(=O)(=O)Nc2ccc3c(c2)CC(=O)N([C@H](C)CO)C[C@@H](C)[C@@H](CN(C)C(=O)Nc2ccc(C(F)(F)F)cc2)O3)cc1	-0.1
C[C@H]1CN([C@@H](C)CO)C(=O)c2cc(NC(=O)C3CCCCC3)ccc2O[C@H]1CN(C)C	-0.2
C/C=C/c1ccc([C@@H]2[C@H](C#N)N(C(=O)CN3CCOCC3)[C@H]2CO)cc1	0.6
CN(C)c1ccc2c(c1)[C@H]1C[C@@H](CC(=O)NCc3cccc(F)c3)O[C@@H](CO)[C@H]1O2	-34
CCCN1[C@@H]2Cn3c(ccc(-c4ccc(OC)cc4)c3=O)[C@H]1[C@@H](C(=O)OC)[C@@H]2CO	0.5
C[C@@H]1CN([C@@H](C)CO)C(=O)c2cc(C#Cc3ccccc3F)cnc2O[C@@H]1CN(C)C(=O)Cc1cccnc1	1.1
CO[C@@H]1CN(C)C(=O)c2cc(NC(=O)Nc3ccc(F)cc3)ccc2OC[C@@H](C)N(C(=O)c2cnccn2)C[C@H]1C	-1.5
CC(C)CC#Cc1ccc2c(c1)O[C@H](CN(C)C)[C@H](C)CN([C@H](C)CO)S2(=O)=O	-0.8
CC(=O)N[C@H]1C[C@@H]2O[C@H](CO)CC[C@@H]2O[C@@H]1CCc1ccc(C#CC2(O)CCCC2)cc1	0.4
COCCNC(=O)C[C@@H]1C[C@H]2c3cc(NC(=O)c4cccnc4)ccc3O[C@H]2[C@@H](CO)O1	-0.2
N#C[C@H]1[C@@H](c2ccc(-c3ccc(F)cc3)cc2)[C@H](CO)N1c1nc(-c2ccccc2)cs1	-0.7
CCCNC(=O)N1CC(=O)N2[C@@H](CO)[C@H](c3ccc(-c4ccc(F)cc4)cc3)[C@@H]2C1	-5.6
COc1ccc(NC(=O)Nc2ccc3c(c2)C(=O)N([C@@H](C)CO)C[C@@H](C)[C@H](CN(C)S(=O)(=O)c2cn(C)cn2)O3)cc1	0.6
CNC[C@@H]1Oc2ccc(NC(=O)CCCN(C)C)cc2CC(=O)N([C@@H](C)CO)C[C@H]1C	-0.4
C[C@@H]1CN([C@@H](C)CO)C(=O)Cc2cc(NC(=O)Nc3ccc(C(F)(F)F)cc3)ccc2O[C@@H]1CN(C)Cc1ccc(-c2ccccc2)cc1	-0.5
O=C(NC1Cc2ccccc2C1)[C@H]1[C@H](CO)[C@H]2Cn3c(cccc3=O)[C@H]2N1C(=O)c1ccccn1	-0.4
C[C@H]1CN([C@@H](C)CO)C(=O)c2cccc(NC(=O)CCCCCC(=O)Nc3ccccc3N)c2O[C@@H]1CN(C)C(=O)Nc1cccc2ccccc12	0.0
Cc1ccc(S(=O)(=O)Nc2ccc3c(c2)C(=O)N([C@@H](C)CO)C[C@@H](C)[C@@H](CN(C)Cc2ccc(C(=O)O)cc2)OCCCC[C@@H](C)O3)cc1	-0.2

Grouped by structure: the entries above with a cyano group (3)
SMILES	TcdB GH inh
C[C@@H]1CN([C@H](C)CO)C(=O)c2cc(-c3cccc(C#N)c3)cnc2O[C@@H]1CN(C)C	0.3
C/C=C/c1ccc([C@@H]2[C@H](C#N)N(C(=O)CN3CCOCC3)[C@H]2CO)cc1	0.6
N#C[C@H]1[C@@H](c2ccc(-c3ccc(F)cc3)cc2)[C@H](CO)N1c1nc(-c2ccccc2)cs1	-0.7

(listing goes on)
SMILES	TcdB GH inh
COC(=O)C[C@@H]1C[C@@H]2c3cc(NS(=O)(=O)c4cccc(OC)c4)ccc3O[C@@H]2[C@H](CO)O1	0.4
C[C@@H]1CCCCO[C@H](CN(C)Cc2ccc3c(c2)OCO3)[C@@H](C)CN([C@H](C)CO)C(=O)c2cc(NS(C)(=O)=O)ccc2O1	-0.7
COc1ccccc1-c1cnc2c(c1)C(=O)N([C@@H](C)CO)C[C@H](C)[C@@H](CN(C)C)O2	0.0
C[C@H](CO)N1C[C@H](C)[C@H](CN(C)C(=O)Nc2ccc3c(c2)OCO3)OCCCC[C@H](C)Oc2ccc(NC(=O)C3CCCCC3)cc2C1=O	0.7
O=C(C[C@@H]1CC[C@@H]2[C@H](COC[C@H](O)CN2Cc2cc(F)ccc2F)O1)NCc1ccc(F)cc1	0.5
CCCNC(=O)N1CC2(C1)CN(C(=O)COC)[C@H](CO)c1[nH]c3cc(OC)ccc3c12	0.0
C[C@@H]1CN([C@@H](C)CO)C(=O)c2cc(NS(=O)(=O)c3ccc(Cl)cc3)ccc2O[C@@H](C)CCCCO[C@H]1CN(C)S(=O)(=O)c1cn(C)cn1	-0.5
CC(C)c1cn(CC[C@H]2CC[C@@H](NC(=O)Nc3cc(Cl)cc(Cl)c3)[C@H](CO)O2)nn1	1.6
COc1ccc(CN(C)C[C@H]2Oc3c(NS(=O)(=O)c4ccc(Cl)cc4)cccc3C(=O)N([C@@H](C)CO)C[C@H]2C)cc1	1.1
CO[C@@H]1CN(C)C(=O)c2ccc(NS(C)(=O)=O)cc2OC[C@@H](C)N(CC2CC2)C[C@H]1C	-0.4
CC(C)NC(=O)Nc1ccc2c(c1)C(=O)N([C@H](C)CO)C[C@H](C)[C@H](CN(C)Cc1ccc(Cl)c(Cl)c1)OCCCC[C@H](C)O2	-0.5
Cc1ccc(S(=O)(=O)Nc2ccc3c(c2)CC(=O)N([C@@H](C)CO)C[C@@H](C)[C@@H](CN(C)Cc2ccc4c(c2)OCO4)O3)cc1	-11
CCNC(=O)C[C@H]1CC[C@@H]2[C@H](COC[C@@H](O)CN2C(=O)C2CCCC2)O1	-1.0
COc1cccc(C#Cc2ccc([C@@H]3[C@H](C#N)N(C(=O)c4ccccn4)[C@H]3CO)cc2)c1	0.8
COc1ccccc1C#Cc1ccc2c(c1)O[C@H](CN(C)C)[C@H](C)CN([C@H](C)CO)S2(=O)=O	0.0
CCCNC(=O)Nc1ccc2c(c1)C(=O)N(C)C[C@@H](OC)[C@@H](C)CN[C@@H](C)CO2	-0.3
C[C@H](CO)N1C[C@H](C)[C@H](CN(C)Cc2ccc3c(c2)OCO3)Oc2ccc(NC(=O)Nc3ccc(F)cc3)cc2C1=O	-8.2
CC=Cc1ccc2n(c1=O)C[C@H]1[C@H](CO)[C@@H](C(=O)NCC3CC3)[C@@H]2N1Cc1cccnc1 (mixture of isomers)	-17
CC=Cc1ccc2n(c1=O)C[C@H]1[C@H](CO)[C@@H](C(=O)NCCc3ccncc3)N(CCC(F)(F)F)[C@@H]21 (mixture of isomers)	0.0
C[C@@H]1CN([C@H](C)CO)C(=O)c2ccccc2-c2ccccc2CO[C@H]1CN(C)S(=O)(=O)c1cccs1	-1.4
COc1ccc(NC(=O)N(C)C[C@@H]2OCCCC[C@H](C)Oc3ccc(NC(=O)Nc4ccc5c(c4)OCO5)cc3C(=O)N([C@@H](C)CO)C[C@@H]2C)cc1	-0.3
Cc1noc(C)c1NC(=O)N(C)C[C@@H]1Oc2c(NC(=O)c3ccncc3)cccc2C(=O)N([C@@H](C)CO)C[C@@H]1C	0.7
Cc1noc(C)c1NC(=O)N(C)C[C@H]1Oc2ccc(N(C)C)cc2CC(=O)N([C@@H](C)CO)C[C@H]1C	-6.1
C[C@H](CO)N1C[C@H](C)[C@@H](CN(C)Cc2cncnc2)Oc2cc(/C=C/c3ccccc3)ccc2S1(=O)=O	0.9
C[C@H]1CN([C@@H](C)CO)C(=O)Cc2cc(NC(=O)Nc3ccc4c(c3)OCO4)ccc2O[C@H]1CN(C)S(C)(=O)=O	-1.1
CC(=O)Nc1ccc2c(c1)C(=O)N(C)[C@@H]1CC[C@H](CC(=O)NCC3CC3)O[C@@H]1CO2	-0.5
CCN1[C@@H]2Cn3c(ccc(-c4ccccc4OC)c3=O)[C@H]1[C@@H](C(=O)NCc1ccccn1)[C@@H]2CO	0.9
COc1ccc2c3c(n(C)c2c1)[C@H](CO)N(C(=O)C1CCCC1)CC31CN(C(=O)Nc2cccc(F)c2)C1	-1.3
C[C@H](CO)N1C[C@H](C)[C@@H](CN(C)Cc2cncnc2)Oc2ncc(/C=C/c3ccccc3)cc2C1=O	-2.6
CC(C)CC#Cc1ccc2c(c1)O[C@H](CN(C)C(=O)c1ccccn1)[C@@H](C)CN([C@@H](C)CO)S2(=O)=O	2.0
C[C@H]1CN([C@@H](C)CO)C(=O)c2cc(NC(=O)NC3CCCCC3)ccc2O[C@H]1CN(C)C(=O)NC1CCCCC1	1.9
COc1ccc(NC(=O)N(C)C[C@@H]2Oc3ncc(-c4ccc(C#N)cc4)cc3C(=O)N([C@H](C)CO)C[C@@H]2C)cc1	0.4
O=C(C[C@@H]1CC[C@H]2[C@@H](COC[C@H](O)CN2Cc2nccs2)O1)NCc1ccccc1F	-0.4
CO[C@@H]1CN(C)C(=O)c2cc(NS(=O)(=O)c3ccc(Oc4ccccc4)cc3)ccc2OC[C@@H](C)NC[C@@H]1C	-2.8
C[C@@H]1CN([C@@H](C)CO)C(=O)c2cc(C3=CCCC3)cnc2O[C@H]1CN(C)C(=O)c1ccccn1	-0.1

6 compounds from above, arranged by molar mass, highest first:
SMILES	TcdB GH inh
C[C@H]1CN([C@@H](C)CO)C(=O)c2cccc(NC(=O)CCCCCC(=O)Nc3ccccc3N)c2O[C@@H]1CN(C)C(=O)Nc1cccc2ccccc12	0.0
C[C@@H]1CN([C@@H](C)CO)S(=O)(=O)c2ccc(/C=C/c3ccccc3)cc2O[C@@H]1CN(C)C(=O)Nc1cccc(F)c1	-6.5
COc1ccc2c3c(n(C)c2c1)[C@H](CO)N(C(=O)C1CCCC1)CC31CN(C(=O)Nc2cccc(F)c2)C1	-1.3
C[C@H](CO)N1C[C@H](C)[C@@H](CN(C)Cc2cncnc2)Oc2ncc(/C=C/c3ccccc3)cc2C1=O	-2.6
CC(=O)N[C@H]1C[C@@H]2O[C@H](CO)CC[C@@H]2O[C@@H]1CCc1ccc(C#CC2(O)CCCC2)cc1	0.4
COc1cccc(C#Cc2ccc([C@@H]3[C@H](C#N)N(C(=O)c4ccccn4)[C@H]3CO)cc2)c1	0.8

Two records drawn at random from those above, as already listed:
SMILES	TcdB GH inh
C[C@@H]1CN([C@@H](C)CO)C(=O)c2cc(C#Cc3ccccc3F)cnc2O[C@@H]1CN(C)C(=O)Cc1cccnc1	1.1
C[C@@H]1CN([C@@H](C)CO)C(=O)c2cc(C3=CCCC3)cnc2O[C@H]1CN(C)C(=O)c1ccccn1	-0.1

Some of the compounds tested. The share of hits here may be higher or lower than overall.
